Bioassay records deposited in PubChem by National Center for Advancing Translational Sciences (NCATS).
HT1080NT lethal = kills 2HG-producing HT-1080-NT fibrosarcoma cells. HT-1080-NT fibrosarcoma viability, CellTiter-Glo ATP luminescence, 48 h. Potency, µM (highest dose often 46.1 µM), without a hit: at the highest dose activity, negative = less viability, most hits filed as cytotoxic. 1.6% of 360,000 active;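 note: NT is the 2HG producing partner of a matched IDH1 knockdown line; potency is the fitted concentration of half-maximal effect; 0% = DMSO-treated cells and -100% = media-only wells without cells; nearly all actives have a fitted effect of over 55% in size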
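Read-out is CellTiter-Glo luminescence after 10 minutes at room temperature, following 48 hours' compound treatment of HT-1080-NT cells (750 cells/well, RPMI, 5% FBS, 37 degrees C).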
KB-3-1 tox = kills parental KB-3-1 adenocarcinoma cells | KB-3-1 viability, CellTiter-Glo ATP luminescence, 72 h | Potency, µM (highest dose often 46.1 µM), for inactives: at the top dose activity change, negative = cytotoxic, usual class: cytotoxic | 1.4% of 400,000 active | AID 1347075; note: potency is the fitted concentration of half-maximal effect; % is set by controls: 0 for no effect and ±100 for the full control effect; nearly all actives have a fitted effect of over 60% in size
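Screening of KB-3-1 cells (DMEM, 10% FBS, phenol-red free) ran from lowest to highest compound concentration; after 72 h at 37 °C viability was read luminescently and curves fitted.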
IL-1B inflam inh = blocks inflammasome-driven IL-1 beta release; THP-1 LPS/ATP IL-1B secretion, AlphaLISA, 16 h; active compounds read low; activity change, % at 57.5 µM; 4.7% of 360,000 active; AID 743279; in the data active = activity change below about -50%; inconclusive = mostly about -30% to -49%; note: % is set by controls: 0 for no effect and ±100 for the full control effect
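Secreted IL-1B measured by AlphaLISA bead assay after 16 h compound exposure of THP-1 cells; compounds (final up to 57.5 uM) added 1 h before LPS (250 ng/mL) and ATP (1.25 mM) stimulation; lower signal means less secretion.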
MCF10A rerep = DNA re-replication induction in MCF 10a cells | MCF 10A DNA re-replication, Hoechst nuclear intensity, 48 h | Potency, µM (series often up to 46.1 µM), for inactives: at the highest dose activity, positive = re-replication, actives largely listed as activators | 2.9% of 350,000 active | AID 624296; note: potency is the fitted concentration of half-maximal effect; % of control where 0% means no effect; nearly all actives have a fitted effect of over 50% in size
S2 tox = viability counter-screen for ATXN expression inhibitors | 0.49% of 400,000 active | AID 651635 | Potency, µM (titrated, usually from 56.7 µM), most hits filed as cytotoxic | S2 cells (HEK-293 line with an ATXN2-luciferase reporter) viability, CellTiter-Fluor protease fluorescence, 24 h; note: potency is the fitted concentration of half-maximal effect; nearly all actives have a fitted effect of over 40% in size
SW480 rereplic = induces DNA re-replication in SW480 colon adenocarcinoma cells. SW480 DNA re-replication, Hoechst DNA content imaging, 48 h. Potency, µM (highest dose often 46.1 µM), without a hit: top-dose re-replication activation, most hits filed as activators. 1.8% of 340,000 active; note: potency is the fitted concentration of half-maximal effect; % of control where 0% means no effect; nearly all actives have a fitted effect of over 55% in size
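Readout is total intensity of Hoechst-stained nuclei, excited at 405 nm and collected at 500-530 nm. Compound treatment lasted 48 hr at 37 C in 5% CO2 before staining.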
ATXN2 expr inh = inhibitors of ATXN2 expression. 0.72% of 360,000 active. HEK-293 ATXN2-luciferase reporter, luminescence, 24 h. AID 1745845. Potency, µM (highest dose often 57 µM), without a hit: at the top dose activity change, negative = inhibition, hits mostly inhibitors; note: potency is the fitted concentration of half-maximal effect; % is set by controls: 0 for no effect and ±100 for the full control effect; nearly all actives have a fitted effect of over 55% in size
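qHTS (up to 57 uM final) was run with 24 h compound exposure of reporter cells at 37 °C. Each well was multiplexed: SteadyGlo luminescence measured ATXN2-luciferase expression after a fluorogenic Gly-Phe-AFC viability readout (25 uM final).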
KB-V1 cytotox = KB-V1 MDR subline cytotoxicity | KB-V1 MDR cells viability, CellTiter-Glo, 72 h | 3.4% of 400,000 active | Potency, µM (highest dose often 46.1 µM), for inactives: at the highest dose activity change, negative = cytotoxicity, hits mostly cytotoxic; note: potency is the fitted concentration of half-maximal effect; % is set by controls: 0 for no effect and ±100 for the full control effect; nearly all actives have a fitted effect of over 60% in size
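Drug-selected KB-V1 cells, grown in DMEM lacking phenol red with 10% FBS, receive compound titrations; after three days at 37 degrees C, surviving cell ATP is quantified by CellTiter-Glo luminescence and responses normalized and curve-fitted.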
HT1080 IDH1KD tx = kills HT-1080 cells with IDH1 knockdown | Potency, µM (titrated, usually from 46.1 µM), inactives show top-dose activity, negative = toxicity, hits mostly cytotoxic | HT-1080 IDH1 knockdown viability, ATP luminescence, 48 h | AID 686971 | 2% of 360,000 active;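 note: potency is the fitted concentration of half-maximal effect; 0% = DMSO wells and -100% = cell-free medium wells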
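In this qHTS, HT-1080 cells depleted of IDH1 are exposed for 48 h at 37 °C to compound titrations. Toxicity is scored from CellTiter-Glo luminescence, with DMSO as full viability and medium alone as none.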
* marks the source's active call; other numbers are inactive results; i = inactive; ? = inconclusive; nt = no result given; & = joins results of further samples; [ ] = remark or other dose. Unless noted, calls come from the whole dose curve; as a rule, active = well fitted curve in the direction sought with a large enough effect; inconclusive = small, poorly fitted or top-dose-only effect, or another doubt; inactive = no such curve, though single readings can be large; an effect the other way counts as inactive or inconclusive.

SMILES	HT1080NT lethal	KB-3-1 tox	IL-1B inflam inh	MCF10A rerep	S2 tox	SW480 rereplic	ATXN2 expr inh	KB-V1 cytotox	HT1080 IDH1KD tx
CC1CN(C(=O)COC(=O)c2ccc(Cl)c(S(=O)(=O)N3CCCCC3)c2)CC(C)O1 (stereo not given)	-11.8%	2.4%	24.1	0.7%	i	-3.7%	-2.1%	-8.3%	2.2%
CCSc1nc2ccccc2[nH]1	0.4%&-14.0%	2.6%&23.5%	5.5&-1.5	2.1%&0.9%	i	-10.7%&-5.0%	3.0%&0.8%	2.2%&-16.5%	5.4%&-3.1%
COC(=O)C1Cc2c([nH]c3ccccc23)CN1C(C)=O (stereo not given)	3.2%	10.3%	1.2	-5.2%	i	-8.4%	10.0%	12.5%	15.4%
O=C(NCc1ccc(-c2nc3ccccc3s2)cc1)c1cc2ccccc2o1	23.1%	-8.1%	2.0	5.1%	i	-6.5%	-29.1%	25.8%	18.1%
CC(C)N1C(=O)NC2(c3ccccc3)N(C)C(=O)N(C)C12c1ccccc1 (stereo not given)	11.5%	7.2%	22.3	-2.7%	?	16.6%	0.6%	8.4%	10.4%
COc1ccccc1NC(=O)NC(=O)c1ccccc1	-1.5%	-15.2%	60.8	4.9%	i	-3.4%	12.2%	1.6%	3.6%
CCC(=O)N(C)CCc1cc2c(c(OC)c1/C=N/NC(=O)[C@H]1C[C@@H]1c1ccccc1)OCO2	-0.4%	-1.6%	22.4	10.1%	i	-7.6%	0.0%	1.5%	-14.2%
COC(OC)C1(CCc2ccccc2)NC(=O)NC1=O (stereo not given)	24.5%	21.5%	-13.0	-20.3%	i	12.0%	3.6%	14.7%	15.9%
CCc1nc(SCc2ccc(Cl)cc2)n[nH]1	4.0%	4.0%	-19.3	-10.1%	i	-2.4%	30.3%	2.9%	11.2%
O=C(O)c1cccc(Cn2c(Cl)c(/C=N/NC(=O)c3ccc(O)cc3)sc2=O)c1	1.8%	-1.0%	-3.7	1.0%	i	3.1%	2.9%	9.4%	-2.0%
CCOC(=O)c1sc2nc(CN3CCCCC3)nc(Cl)c2c1C	16.7%	21.4%	18.6	-0.6%	i	-0.6%	-7.5%	-28.6%	0.7%
COc1ccc(C(=O)N/N=C(\C)CC(=O)Nc2ccc3ccccc3c2)c(OC)c1	5.4%	-7.8%	0.0	0.5%	i	-1.5%	7.0%	2.7%	0.1%
N#Cc1cc([N+](=O)[O-])cnc1NCC(O)CO (stereo not given)	3.3%	-2.2%	4.2	5.3%	i	-6.8%	2.9%	?	9.9%
O=S(=O)(NCC(c1cccnc1)N1CCN(c2ccc(F)cc2)CC1)c1cccs1 (stereo not given)	-1.8%	-12.8%	-11.7	5.3%	i	0.8%	-22.9%	-5.6%	-4.5%
N#Cc1c2n(cnc1=O)CCCCC2	11.8%	0.8%	-8.0	-1.5%	i	-6.4%	6.9%	-3.8%	0.6%[9.24 µM]
COc1cccc(CC2(CO)CCN(Cc3cn(C)nc3C)CC2)c1	-3.6%	-0.5%	42.5	-1.3%	i	1.7%	-5.4%	-5.9%	7.1%
COc1cc(OC)cc(C2=Cc3ccccc3C(CC(=O)c3ccco3)N2c2ccc(-c3cnc(OC)nc3)cc2)c1 (stereo not given)	2.6%	4.2%	3.6	nt	?	nt	-3.5%	0.0%	-0.4%
COc1ccc(C(=O)NCc2ccc(-n3cccc3)cc2)cc1OC	-0.9%	?	-28.4	0.8%	i	-1.3%	-16.0%	-18.8%	-0.2%
Cn1c(=O)c2c(ncn2CC(=O)N2CCOCC2)n(C)c1=O	4.2%	9.4%	0.5	-10.5%	i	-12.1%	3.8%	28.2%	21.7%
CC1(C)CC2CC(C)(CN2S(=O)(=O)c2ccc(C(=O)Nc3ccc(S(=O)(=O)N4CCOCC4)cc3)cc2)C1 (stereo not given)	?	?	37.5	-3.5%	i	-10.7%	?	?	?
O=C(NCC1CCCCC1)c1cc([N+](=O)[O-])ccc1N1CCOCC1	-2.4%	1.6%	-4.9	4.1%	i	10.8%	-6.2%	-25.2%	-5.0%
CCOc1ccc(CCNC(=O)COC(=O)c2ccc(Br)o2)cc1OCC	-11.0%	1.3%	-7.5	9.7%	i	-3.2%	-4.1%	8.7%	0.5%
COc1cccc(NC(=O)CSc2nc3ccsc3c(=O)n2-c2ccc(C(=O)O)cc2)c1	3.6%	35.2%	-13.7	0.6%	i	-0.5%	-22.2%	4.8%	-3.3%
NS(=O)(=O)c1cccc(NC(=O)c2cncc(Br)c2)c1	0.0%	23.7%	-20.3	-12.2%	i	-4.3%	-2.7%	-1.8%	1.4%
COc1ccc(CNC(=O)N2CCN(c3ccccc3)CC2)cc1	12.8%	4.7%	-13.8	-0.1%	i	-3.2%	4.9%	4.3%	8.4%
CCOC(=O)c1cnc2c(F)ccc(F)c2c1Sc1ccccc1	-12.9%	20.3%	?	0.5%	i	-4.9%	-10.4%	1.6%	13.4%
Cc1cc(C)c(OCC(=O)OCC(=O)N2c3ccccc3CC2C)c(C)c1 (stereo not given)	-2.5%	-4.8%	22.8	-6.7%	i	?	4.9%	?	0.5%
COc1ccc(N2CC(C(=O)Nc3ncccc3C)CC2=O)cc1 (stereo not given)	22.5%	14.6%	41.1	?	i	-1.2%	3.0%	14.3%	22.6%
CCOC(=O)N1CCN(C(=O)CSc2nc(C)nc3c2c(=O)n(C)c(=O)n3C)CC1	-2.1%	-8.8%	7.1	0.651µM*	i	-34.8%[inhibitor]	9.8%	-27.0%	4.1%
CCNC(=O)C1(C)CCN(Cc2ccc(OC(F)(F)F)cc2)C1 (stereo not given)	13.2%	-0.7%	0.0	nt	i	nt	17.7%	2.7%	11.3%
COc1ccc(CCNC(=O)c2cccn2C)cc1	-4.5%	-0.1%	?	-26.0%	i	-21.9%	8.4%	-9.3%	-1.3%
CCc1ccc(-n2c(=O)c3c4c(sc3n(Cc3ccc(F)cc3)c2=O)CCCC4)cc1	nt	0.9%	nt	nt	i	nt	-6.4%	0.0%	nt
CCn1c(=O)cc(OCC(=O)NCc2cccnc2)c2ccccc21	-10.8%	-4.6%	0.2	?	i	2.5%	33.9%	15.6%	-5.5%
C/C(=N\Nc1nc(N)cc(Cl)n1)c1ccc(Cl)c(Cl)c1	-10.6%	17.8%	15.0	1.8%	i	1.1%	-13.7%	-21.4%	-14.7%
Cc1ccccc1NC(=O)Cn1nc(-c2ccccc2)nc1-c1ccccc1	-6.2%	-1.5%	-9.2	7.5%	i	-2.7%	-10.4%	-1.5%	-2.1%
CCN(CC)CCCN1C(=O)C(=O)/C(=C(/O)c2ccc(C)cc2)C1c1ccccn1 (stereo not given)	16.5%	-6.2%	-2.6	-3.1%	i	-2.8%[9.22 µM]	-2.1%	12.2%	17.2%
N#Cc1ccc(C(=O)N2CCCCC2c2cc(C(=O)Nc3ccc4c(c3)OCO4)no2)cc1 (stereo not given)	?	0.0%	-16.5	nt	i	nt	3.2%	5.5%	24.2%
CC(OC(=O)c1cccn1C)C(=O)Nc1ccc2c(c1)OCO2 (stereo not given)	-7.6%	?	-19.1	-6.9%	i	0.0%	0.0%	-25.8%	-0.9%
Cc1ccc(N2CCN(S(=O)(=O)N3CCOCC3)CC2)cc1C	7.0%	4.1%	0.6	-13.0%	i	?	6.8%	-5.0%	6.5%
O=C1CC(c2ccsc2)c2cc3c(cc2N1)OCCO3 (stereo not given)	-12.9%	?	0.0	5.2%	i	-0.1%	-4.2%	?	-21.5%
CCOC(=O)c1cnn(-c2ccccc2)c1NC(=O)C(F)(F)C(F)(F)C(F)(F)F	-12.0%	-8.2%	31.7	-18.0%	i	-14.4%	-2.2%	7.2%	-3.4%
CCN(CC(=O)Nc1ccc(NC(C)=O)cc1)C(=O)Cc1cccc2ccccc12	-7.7%	1.4%	-7.2	15.4%	i	3.1%	-15.7%	-5.5%	-3.7%
CCOC(=O)c1sc(N(Cc2ccccc2)C(=O)CCl)nc1C	?	-4.0%	-100.6*	?	i	-4.4%	42.1%[activator]	-9.4%	18.4µM*
CC1CCCCN1c1ccc(N)cc1C(N)=O (stereo not given)	-0.1%	7.8%	-13.0	-11.2%	i	12.9%	nt	6.4%	-2.0%
COc1ccc(N2CCN(C(=O)c3c(C)oc4ncnc(N5CCCCC5)c34)CC2)cc1	nt	-12.0%	nt	nt	i	nt	-10.9%	5.1%	nt
COc1cc(C(=O)NCCOc2ccc(Cl)cc2)ccc1OCc1c(C)noc1C	-5.7%	-5.5%	36.2	?	i	?	-13.9%	-1.3%	-11.9%
COc1ccc(CNc2nc(-c3ccccc3)nn2S(=O)(=O)c2ccccc2)cc1	nt	15.6%	nt	nt	i	nt	45.8%[activator]	-16.9%	nt
CCOc1ccc(NC(=O)Nc2nc3ccc(S(C)(=O)=O)cc3s2)cc1	-18.1%	0.0%	i	-23.2%	i	-9.5%	-17.3%	6.3%	?
Cc1ccc(C)c(NC(=S)NNC(=O)c2cc3c(s2)CCC(C)C3)c1 (stereo not given)	2.8%	11.1%	-14.3	?	i	-2.4%	6.1%	0.0%	11.7%
c1cc(-c2nnc(-c3ccncc3)o2)ccn1	-4.0%	-0.7%	-3.6	-4.0%	i	0.6%	4.3%	-0.3%	-4.1%
COC(=O)CSc1nnc(CNc2ccc(F)cc2)o1	4.6%	-0.1%	8.8	2.4%	?	-4.1%	?	12.4%	0.8%
Cc1cc(NC(=S)NC(=O)c2ccccc2)ccc1-c1cc2ccccc2oc1=O	?	?	8.6	?	nt	?	?	?	-13.6%
